Source: PubChem (Broad Institute)
S100A4 MyoIIA = blocks human S100A4 binding to myosin IIA peptide; inhibition, % at 10.7 µM; P26447; S100A4/TAMRA-MyoIIA peptide fluorescence polarization; 360,000 compounds, 0.14% hits;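 active = mean inhibition of at least 70% across replicates, with every replicate also reaching that level; inconclusive = mean inhibition reaches 70% but some replicates fall short; inactive = mean inhibition below 70%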
Target sequence (P26447 whole entry, looked up): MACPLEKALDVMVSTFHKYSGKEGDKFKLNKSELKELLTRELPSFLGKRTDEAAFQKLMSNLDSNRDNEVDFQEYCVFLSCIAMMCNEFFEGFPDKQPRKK
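System – human S100A4 monomer protein, biochemical binding assay · Buffer or medium – Calcium-containing HEPES buffer, pH 7.2 · Timing – 5 min between mix addition and reading · Also added – TAMRA-labelled myosin IIA heavy-chain peptide probe, 5 nM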
FN deposit inh = fibronectin deposition inhibition; inhibition, % at 12.6 µM; 350,000 compounds, 0.086% hits; AH1F fibroblasts, Alexa488-fibronectin deposition fluorescence, overnight;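 active = mean inhibition across replicates of 30% or more, regardless of how many single replicates reach that level; inconclusive = mean under 30% yet at least half of replicates reach 30%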;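 also: positive control wells lacked labelled fibronectin entirely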
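Material: AH1F fibroblasts assembling fluorescent fibronectin matrix; amount: 10000 AH1F cells/well; medium: DMEM, 2% serum; reagent: Alexa488-fibronectin, 24 nM final in well; dosing: single compound dose, delivered by pin transfer; incubation: 1 h adhesion, overnight exposure; detection: fluorescence after three HBSS washes, excitation 485 nm, emission 525 nm; measure: fibronectin deposition inhibition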
EWS-Fli block = EWS/Fli transcriptional activity inhibition. 350,000 compounds, 0.67% hits. AID 651661. A673 NR0B1-luciferase reporter, viability-normalised. inhibition, % at 12.6 µM;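 active = mean inhibition of at least 50% after viability correction, with every replicate also passing that limit; inconclusive = mean reaches 50% but only one of two replicates passes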;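 also: firefly luciferase signal divided by Alamar Blue viability fluorescence both relative to DMSO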
PglD DTNB = blocks C. jejuni PglD acetyltransferase activity | purified PglD enzyme, DTNB colorimetric CoA detection | inhibition, % at 12.5 µM | 360,000 compounds, 0.098% hits | AID 602405; in the data active = inhibition above about 16%, passing the limit was not always enough; inconclusive = no clear call, values can overlap the other calls; also: strong numbers were not always called active
PGC1a acetyl inh = modulators of PGC1a acetylation | U2OS PGC1a acetylation, AlphaScreen anti-acetyl-lysine; with virally co-expressed GCN5 acetyltransferase | inhibition, % at 15.6 µM | 350,000 compounds, 0.17% hits;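 active = every replicate shows inhibition of at least 40%; inconclusive = mean inhibition at least 40% but some replicate below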;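 also: 0% = neutral control wells and 100% = positive control wells; some results beyond the cut were filed as inactive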
PAX8 reporter = PAX8 transcriptional activity inhibition; RMG-I TPO-luciferase reporter, SteadyGlo, 24 h; inhibition, % at 12.6 µM; 360,000 compounds, 1.2% hits; AID 652154;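 active = mean replicate inhibition at least 60% with every replicate also reaching 60%; inconclusive = only one of the two criteria is met; inactive = mean below 60% and not all replicates reaching 60%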;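 also: luciferase light reporting Pax8 driven TPO promoter activity; plate controls were median of neutral control wells for no effect and mitoxantrone controls for full effect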
LGR2 antag = blocks bursicon-induced cAMP signaling via Drosophila LGR2 | inhibition, % at 9.99 µM | HEK293 LGR2, CRE-luciferase, bursicon-stimulated, 4 h | 380,000 compounds, 0.35% hits;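 active = drop in luminescence signal, shown as inhibition above about 50% in the replicate tests, limit read from the data, passing the limit was not always enough; inconclusive = probably only some replicates passing the limit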;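 also: agonist challenge used bursicon conditioned medium at about half maximal strength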
ERAP1 inh = ERAP1 (human) enzyme inhibition; Q9NZ08; inhibition, % at 10.7 µM; AID 652197; recombinant ERAP1, Leu-AMC fluorescence, 60 min; 340,000 compounds, 0.15% hits;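 active = mean replicate inhibition of at least 30%, or all replicates individually reaching that 30% level; inactive = mean below 30% and not every replicate reaching it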;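 also: 0% = neutral control wells and 100% = L-leucinethiol positive control wells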
Target sequence (Q9NZ08 whole entry, looked up): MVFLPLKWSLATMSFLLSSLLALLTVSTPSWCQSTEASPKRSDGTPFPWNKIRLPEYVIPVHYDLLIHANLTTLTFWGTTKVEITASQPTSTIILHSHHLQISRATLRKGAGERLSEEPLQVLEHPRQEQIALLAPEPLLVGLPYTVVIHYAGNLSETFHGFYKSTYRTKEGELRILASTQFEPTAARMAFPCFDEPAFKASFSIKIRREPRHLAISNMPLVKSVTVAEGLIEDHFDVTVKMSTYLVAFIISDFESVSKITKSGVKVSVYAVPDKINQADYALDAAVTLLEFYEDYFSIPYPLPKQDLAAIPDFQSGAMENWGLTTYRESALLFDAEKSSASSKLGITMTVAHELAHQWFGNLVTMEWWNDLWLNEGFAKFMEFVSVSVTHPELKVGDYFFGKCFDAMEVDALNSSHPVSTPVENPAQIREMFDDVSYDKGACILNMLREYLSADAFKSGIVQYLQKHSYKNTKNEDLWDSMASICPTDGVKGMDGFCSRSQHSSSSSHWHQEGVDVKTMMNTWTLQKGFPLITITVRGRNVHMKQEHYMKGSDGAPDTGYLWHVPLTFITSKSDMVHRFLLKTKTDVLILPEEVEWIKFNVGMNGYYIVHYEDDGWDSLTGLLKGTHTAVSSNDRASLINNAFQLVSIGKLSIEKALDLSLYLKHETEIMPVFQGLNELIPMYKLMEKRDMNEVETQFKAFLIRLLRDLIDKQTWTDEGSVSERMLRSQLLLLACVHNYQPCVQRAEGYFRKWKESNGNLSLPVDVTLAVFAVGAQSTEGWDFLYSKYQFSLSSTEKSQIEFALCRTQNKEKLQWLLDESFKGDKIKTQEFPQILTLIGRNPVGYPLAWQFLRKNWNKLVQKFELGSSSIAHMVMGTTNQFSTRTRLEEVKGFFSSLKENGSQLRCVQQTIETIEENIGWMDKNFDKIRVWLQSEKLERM
* marks the source's active call; other numbers are inactive results; ? = inconclusive; . = not tested or not shown; & = joins results of further samples.

Value order – ERAP1 inh	EWS-Fli block	LGR2 antag	FN deposit inh	S100A4 MyoIIA	PGC1a acetyl inh	PglD DTNB	PAX8 reporter
> CC(C)NC(=O)N(C)C[C@H]1OCCCC[C@H](C)Oc2ccc(NS(=O)(=O)c3ccccc3)cc2C(=O)N([C@@H](C)CO)C[C@H]1C
→ 0	1	-2	.	14	7	-1	-16
> CCOc1ccc(/C=C2\CCc3ccccc3C2=O)cc1
→ -1	70*	?	5	2	.	-4	-24
> C[C@H]1CN([C@@H](C)CO)C(=O)c2cc(NC(=O)Cc3cn(C)c4ccccc34)ccc2O[C@@H]1CN(C)C(=O)Nc1ccccc1
→ -1	-2	-10	.	-12	-2	2	15
> CN(C)Cc1cn(CC[C@@H]2CC[C@H](NC(=O)Nc3ccc4c(c3)OCO4)[C@H](CO)O2)nn1
→ -1	-4	41	11	9	5	-5	-4
> CCOC(=O)c1sc(NC(=O)C2CC2)nc1C
→ .	-4	-20	-2	-4	-8	.	-9
> COc1ccc(NC(=O)CSc2nc(SC)ns2)c(OC)c1
→ -6	-66	-20	-6	3	-3	1	-108
> CCC(=O)N(C)C[C@@H]1Oc2ncc(C3=CCCC3)cc2C(=O)N([C@H](C)CO)C[C@H]1C
→ -1	-7	10	2	-7	-2	-1	.
> COc1ccccc1CNC(=O)C[C@@H]1C[C@@H]2c3cc(NC(=O)C4CCOCC4)ccc3O[C@@H]2[C@H](CO)O1
→ -1	8	-2	0	12	-4	0	4
> COc1cccc(N2CC(C(=O)Nc3ccc(F)cc3)CC2=O)c1 (stereo unspecified)
→ -1	.	10	-1	-5	.	-6	11
> CN1CCN(C(=O)c2cc3c(c(-c4cccc(-c5cccc(F)c5)c4)n2)[C@@H](CCO)N(S(=O)C(C)(C)C)C3)CC1 (stereo partly specified)
→ -3	-12	21	12	-14	-8	1	5
> O=C(COC(=O)c1ccc(S(=O)(=O)N2CCOCC2)cc1)Nc1ccccc1OC(F)F
→ 1	-10	-1	2	2	-5	0	-12
> CO[C@@H](CN(C)S(=O)(=O)c1ccc(Cl)cc1)[C@H](C)CN(C(=O)Nc1ccccc1F)[C@H](C)CO
→ 1	-25	-8	-4	5	2	0	.
> COc1ccc2oc(C(=O)OCC(=O)NCC3CCCO3)c(C)c2c1 (stereo unspecified)
→ 1	-1	11	.	-17	-20	-2	-2
> Cc1nnc(N/N=C/C2CC=CCC2)[nH]c1=O (stereo unspecified)
→ 2	2	5	0	-1	0	.	9
> CN(Cc1ccccc1)c1ccc(N2C(=O)CCCC2=O)cc1[N+](=O)[O-]
→ .	.	20	-3	.	2	-3	17

10 structures from above, arranged by count of non-hydrogen atoms, high to low:
Value order – ERAP1 inh	EWS-Fli block	LGR2 antag	FN deposit inh	S100A4 MyoIIA	PGC1a acetyl inh	PglD DTNB	PAX8 reporter
> CC(C)NC(=O)N(C)C[C@H]1OCCCC[C@H](C)Oc2ccc(NS(=O)(=O)c3ccccc3)cc2C(=O)N([C@@H](C)CO)C[C@H]1C
→ 0	1	-2	.	14	7	-1	-16
> CO[C@@H](CN(C)S(=O)(=O)c1ccc(Cl)cc1)[C@H](C)CN(C(=O)Nc1ccccc1F)[C@H](C)CO
→ 1	-25	-8	-4	5	2	0	.
> CN(C)Cc1cn(CC[C@@H]2CC[C@H](NC(=O)Nc3ccc4c(c3)OCO4)[C@H](CO)O2)nn1
→ -1	-4	41	11	9	5	-5	-4
> CCC(=O)N(C)C[C@@H]1Oc2ncc(C3=CCCC3)cc2C(=O)N([C@H](C)CO)C[C@H]1C
→ -1	-7	10	2	-7	-2	-1	.
> CN(Cc1ccccc1)c1ccc(N2C(=O)CCCC2=O)cc1[N+](=O)[O-]
→ .	.	20	-3	.	2	-3	17
> COc1ccc2oc(C(=O)OCC(=O)NCC3CCCO3)c(C)c2c1 (stereo unspecified)
→ 1	-1	11	.	-17	-20	-2	-2
> COc1cccc(N2CC(C(=O)Nc3ccc(F)cc3)CC2=O)c1 (stereo unspecified)
→ -1	.	10	-1	-5	.	-6	11
> COc1ccc(NC(=O)CSc2nc(SC)ns2)c(OC)c1
→ -6	-66	-20	-6	3	-3	1	-108
> CCOc1ccc(/C=C2\CCc3ccccc3C2=O)cc1
→ -1	70*	?	5	2	.	-4	-24
> CCOC(=O)c1sc(NC(=O)C2CC2)nc1C
→ .	-4	-20	-2	-4	-8	.	-9

Going on with the list:
Value order – ERAP1 inh	EWS-Fli block	LGR2 antag	FN deposit inh	S100A4 MyoIIA	PGC1a acetyl inh	PglD DTNB	PAX8 reporter
> Cc1nn2c(NCc3ccccn3)cc(C(C)(C)C)nc2c1-c1ccccc1
→ -2	17	16	3	3	0	-1	-15
> COCCN(Cc1cc2cc(C)c(C)cc2nc1Cl)C(=O)N1CCOCC1
→ -2	12	10	-4	-5	-8	.	1
> COc1cc(OC)cc(-c2c(-c3ccc(F)cc3)c3cc(Br)ccc3n2C)c1
→ 2	14	1	-8	-1	2	1	19
> COC(=O)c1sccc1S(=O)(=O)Nc1ccc(N2CCCCC2)cc1
→ -3	1	-23	4	-2	.	.	21
> C[C@H](CO)N1C[C@H](C)[C@H](CN(C)C(=O)Nc2ccc(F)cc2)Oc2ncc(-c3cccc(C(F)(F)F)c3)cc2C1=O
→ .	6	7	-26	.	19	1	30
> O=C(CC1Sc2ccccc2NC1=O)NNc1ccc(Cl)c(Cl)c1 (stereo unspecified)
→ -2	10	11	-3	-1	.	.	34
> CN(CC(=O)Nc1ccccc1Cl)C(=O)Cn1cc(C(F)(F)F)cc(Cl)c1=O
→ 12	-2	13	-2	-6	.	-3	5
> O=C(COCc1cc(-c2ccco2)on1)NC1CCCCC1
→ 0	4	2	2	-3	-6	-2	-10
> COc1ccc(/C=C/C(=O)OCC(=O)Nc2ccc(Cl)cn2)cc1
→ -3	-9	0	1	1	12	-9	10
> Cn1c2ccccc2c(=O)c2ccc(-c3ccc4c(c3)OCO4)cc21
→ -6	-69	-73	10	-2	-3	1	-185
> O=C(C[C@H]1CC[C@H]2[C@@H](COC[C@H](O)CN2C(=O)Cc2ccccc2)O1)NC1CCCC1
→ 0	-6	6	-15	6	4	7	-10
> c1cnc2ccc(-n3ccnc3)cc2c1
→ 0	-17	-6	4	-1	1	3	-18
> COc1ccc(NS(=O)(=O)c2coc(C(N)=O)c2)cc1Cl
→ -3	-6	-2	3	25	5	1	-1
> Cc1cccc(-c2oc3ccc(-c4ccc5c(c4)OCO5)cc3c2C(=O)OCc2ccc(O)cc2)c1
→ -7	-11	-16	-11	0	-7	3	23
> C=C(C)C(=O)Nc1cccc(C2=NOC3(C2)C[C@@H](C(N)=O)N(C(=O)c2cc([N+](=O)[O-])cc([N+](=O)[O-])c2)C3)c1 (stereo partly specified)
→ .	-2	14	2	.	6	0	11
> COc1cccc(-n2c(=O)[nH]cc(C(=O)Nc3ccc(NC(C)=O)cc3)c2=O)c1
→ 5	4	-16	-2	-2	0	-6	-3
> Cc1ccc(C2C(/C=C3/SC(=S)NC3=O)=C(c3cccs3)Oc3ccccc32)cc1 (stereo unspecified)
→ 7	6	0	.	-11	7	.	.
> CCOc1cc(/C=N/NC(=O)CSc2nnc(C)s2)ccc1OCc1ccccc1Cl
→ 9	14	-4	-15	-3	2	.	0
> COc1cccc(-c2ccc([C@H]3[C@@H](C#N)N(C(=O)Cc4ccccc4)[C@@H]3CO)cc2)c1
→ -1	-4	-8	-5	-7	-18	-3	-11
> CNC[C@H]1Oc2c(NS(=O)(=O)c3ccc(OC)cc3)cccc2C(=O)N([C@H](C)CO)C[C@@H]1C
→ 2&-1	1	4&-4	0	1&-1	-2	-2&-4	-12&-3
> Cc1ccccc1S(=O)(=O)N1CC(=O)N2[C@H](C1)[C@H](c1ccc(C#Cc3ccccc3)cc1)[C@@H]2CO
→ 1	.	-3	.	-6	-5	.	.
> CCOC(=O)/C(C#N)=C/c1ccc(-c2ccsc2C(=O)OC)o1
→ .	.	.	-8	.	-11	-6	1
> Cc1cc(C)cc(NC(=O)Nc2ccc(-n3ccc(C(F)(F)F)n3)cc2)c1
→ -1	-22	-12	1	-3	-7	-7	-9
> COc1ccc(NC(=O)c2cccc(N3C(=O)c4cccc([N+](=O)[O-])c4C3=O)c2)cc1
→ 0	-1	16	.	5	.	2	-56
> CC(C)C[C@@H](CN(N=O)[C@@H](Cc1ccccc1)CN(C)N=O)N(CCc1ccccc1)N=O
→ .	9	1	4	1	6	-5	-11
> COc1ccc(CN2CC3(CN(C(=O)Cc4ccncc4)C3)c3c([nH]c4cc(OC)ccc34)[C@@H]2CO)cc1
→ 0	-2	11	.	-2	.	.	10
> C[C@@H]1CN([C@@H](C)CO)C(=O)c2cc(NC(=O)Nc3ccc(C(F)(F)F)cc3)ccc2O[C@H]1CN(C)C
→ 2	-5	-35	-9	3	-1	-5	5
> O=C(Nc1ccccn1)C1CCN(S(=O)(=O)c2ccc3c(c2)OCCO3)CC1
→ -4	-51	-30	-6	0	2	4	-119
> COc1ccc(S(=O)(=O)N(C)C[C@@H]2Oc3c(NS(=O)(=O)c4ccc(C)cc4)cccc3C(=O)N([C@@H](C)CO)C[C@@H]2C)cc1
→ 7	2	6	.	-18	10	.	.
> COc1ccc(-c2cc(-c3ccc(Cl)cc3)c(C#N)c(SCC(=O)O)n2)cc1
→ -2	-1	-3	19	-1	-5	1	13
> Cc1ccc(S(=O)(=O)N2CCC(=O)N(CCOCc3ccccc3C)CC2)cc1
→ .	-1	12	2	.	1	-5	0
> Nc1nonc1-n1nnc(C(=O)N/N=C/c2cccc(O)c2)c1CN1CCCC1
→ 2	2	14	10	-4	.	3	-14
> O=C(NC1CCSc2ccccc21)c1cccc(OC(F)F)c1 (stereo unspecified)
→ 0	-8	-10	-4	-6	5	9	12
> C/C=C/c1ccc2c(c1)O[C@H](CN(C)Cc1cccc(F)c1)[C@H](C)CN([C@@H](C)CO)S2(=O)=O
→ 4	7	16	-11	-3	-3	10	.
> O=C(NNc1nc2cc3c(cc2s1)OCCO3)c1ccccc1
→ 0	-35	-82	-10	1	.	.	-95
> COc1ccc(S(=O)(=O)Nc2ccc3c(c2)C(=O)N([C@H](C)CO)C[C@H](C)[C@@H](CN(C)C(=O)Nc2ccc4c(c2)OCO4)OCCCC[C@H](C)O3)cc1
→ 0	-6	-18	1	-4	-1	3	11
> Cc1ccc(NC(=O)CCC(=O)NNC(=O)c2ccccc2Cl)c(C)c1
→ -4	-5	19	3	-1	-4	.	-3
> O=[N+]([O-])c1cc(S(=O)(=O)c2ccc(N3CCCCC3)c([N+](=O)[O-])c2)ccc1N1CCCCC1
→ 0	14	15	3	7	-8	-4	6
> Cn1c(=O)oc2cc(S(=O)(=O)Nc3ccccc3O)ccc21
→ 4	5	7	-5	7	4	0	18
> Cc1cccc(C(=O)NNC(=O)c2cccc(C)c2)c1
→ 0	-17	-7	-3	-4	20	0	-6
> COc1ccc(C(=O)CSc2nnc(NC(=O)C3CC(=O)N(c4cccc(OC)c4)C3)s2)cc1 (stereo unspecified)
→ 0	5	3	3	4	1	4	35
> COc1ccc(N2CCN(C(=O)COc3ncnc4ccccc34)CC2)cc1
→ -1	4	12	.	-1	.	-3	9
